Compound activity deposited in PubChem BioAssay by several laboratories.
PP1 counter – counter-screen for PP5 inhibitors: inhibitors of human PP1-alpha; P62136; inhibition, % at 6.7 µM; 0.9% of 320,000 active; purified PP1alpha, OMFP fluorescence;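 active = inhibition above the mean inhibition of all tested compounds plus 3 SD, computed separately for each screening campaign, cut at about 15% in these data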
Target sequence (P62136 whole entry, looked up): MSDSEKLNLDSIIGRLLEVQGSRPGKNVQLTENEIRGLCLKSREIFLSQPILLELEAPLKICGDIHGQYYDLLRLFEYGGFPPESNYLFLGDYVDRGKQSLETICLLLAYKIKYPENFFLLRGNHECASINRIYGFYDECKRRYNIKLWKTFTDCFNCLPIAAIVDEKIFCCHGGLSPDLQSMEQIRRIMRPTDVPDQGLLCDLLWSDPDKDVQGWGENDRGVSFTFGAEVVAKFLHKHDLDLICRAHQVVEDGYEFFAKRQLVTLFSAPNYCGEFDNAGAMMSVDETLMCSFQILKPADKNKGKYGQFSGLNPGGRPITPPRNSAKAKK
GASC-1 inh – blocks human GASC-1 demethylase activity; Q9H3R0; AID 2099; GST-JMJD2C(1-420) H3K9me3 demethylation, DELFIA europium; 0.069% of 330,000 active; inhibition, % at 2.35 µM;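 active = more than half of a compound's replicate wells show inhibition beyond 50%, single wells judged on their own value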;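 note: signal counts dimethyl H3K9 product captured on neutravidin plate; 0% = median of DMSO wells and 100% = 0.3 times that DMSO median; strong numbers were not always called active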
Fh CTSL1 inh – blocks F. hepatica cathepsin L1 in PFM18AAP counter-screen | inhibition, % at 5.96 µM | recombinant F. hepatica cathepsin L1, Z-Leu-Arg-MCA fluorescence | AID 1906 | 0.49% of 300,000 active;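 active = inhibition above the mean of all tested compounds plus 3 SD, set per screening campaign, cut at about 17% in these data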;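 note: 0% = plate median of test compound wells and 100% = 1 µM Z-Phe-Ala-diazomethylketone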
proCasp7 act – counter-screen: procaspase-7 (human) activation. recombinant procaspase-7, Ac-DEVD-pNA absorbance 405 nm; D23A/D198A/D206A triple mutant, cannot self-cleave; scale: DMSO 0, 5 µM enzyme 100. 0.093% of 330,000 active. AID 463210. activation, % at 8.5 µM. P55210;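 active = percent activation above the screen-wide mean plus 3 SD, cut at about 25% in these data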
Target sequence (P55210 whole entry D23A/D198A/D206A): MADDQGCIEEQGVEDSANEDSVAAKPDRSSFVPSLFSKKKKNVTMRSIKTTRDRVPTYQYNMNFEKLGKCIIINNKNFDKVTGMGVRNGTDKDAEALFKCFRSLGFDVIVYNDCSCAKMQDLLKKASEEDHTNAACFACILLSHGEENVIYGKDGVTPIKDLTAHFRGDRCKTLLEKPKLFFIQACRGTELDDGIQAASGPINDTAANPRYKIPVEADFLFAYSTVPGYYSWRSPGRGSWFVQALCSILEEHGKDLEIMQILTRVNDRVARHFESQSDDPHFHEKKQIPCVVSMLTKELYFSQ
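Test system: Procaspase-7 triple mutant (PC-7 D3A). Also added: Ac-DEVD-pNA substrate, 400 µM as added. Schedule: 1 h enzyme–compound preincubation and 2 h substrate reaction, both 25 °C. Signal: p-Nitroaniline absorbance at 405 nm, read at 0 and 120 min. Control set: low DMSO alone, high DMSO plus 5 µM PC-7.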
PP5 inh – inhibitors of human protein phosphatase 5 (PP5); P53041; 0.18% of 320,000 active; AID 1987; purified PP5c, OMFP substrate fluorescence; inhibition, % at 6.7 µM;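 active = inhibition above the campaign's mean inhibition across all tested compounds plus 3 SD, cut at about 9.5% in these data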;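 note: 0% = DMSO only and 100% = 100 µM cantharidin control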
GRK2 inh – blocks RNA aptamer binding to human GRK2; bead flow cytometry, FAM-aptamer displacement from GRK2; AID 488847; 0.59% of 330,000 active; inhibition of aptamer binding, % at 10 µM;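 active = inhibition of aptamer binding above 40%, roughly 3 SD of noise, on plates passing a quality check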;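 note: median bead fluorescence of bound FAM aptamer so fluorescent compounds give negative values; no value below 0 was filed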
proCasp3 act – procaspase-3 (human) activation; P42574; recombinant procaspase-3 D3A, Ac-DEVD-pNA absorbance 405 nm; activation, % at 8.5 µM; 0.11% of 330,000 active; AID 463141;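 active = activation above the mean of all tested compounds plus 3 SD, cut at about 21% in these data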;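 note: 0% = DMSO alone and 100% = DMSO wells spiked with extra 5 µM PC-3 D3A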
Target sequence (P42574 whole entry D9A/D28A/D175A): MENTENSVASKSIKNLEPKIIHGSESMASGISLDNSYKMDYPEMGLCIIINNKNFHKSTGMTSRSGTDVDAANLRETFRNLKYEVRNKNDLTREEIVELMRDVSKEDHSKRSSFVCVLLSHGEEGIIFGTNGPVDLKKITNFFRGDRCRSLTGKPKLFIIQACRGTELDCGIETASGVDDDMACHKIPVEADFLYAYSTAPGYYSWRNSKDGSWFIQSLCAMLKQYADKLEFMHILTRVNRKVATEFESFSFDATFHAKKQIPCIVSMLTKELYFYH
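Assay system – Procaspase-3 D3A mutant, all three cleavage aspartates alanine · Controls – DMSO-only low control, 5 µM PC-3 D3A high control · Schedule – 1 h compound preincubation, 2 h substrate hydrolysis at 25 °C · Signal – 405 nm absorbance of p-nitroaniline, reads at 0 and 120 min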
VLA-4 inh – inhibition in a human VLA-4 binding assay; P13612; VLA-4 expressing cells, ligand binding flow cytometry; inhibition, % (about 7 µM as worked out from the volumes in the protocol); 0.2% of 330,000 active; in the data active = inhibition above about 50%
core dimer inh – HCV core protein dimerization inhibition; 0.33% of 300,000 active; TR-FRET GST/Flag-core106 dimerization, 1536-well; inhibition, % at 5 µM; AID 1899;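 active = inhibition above the mean of all tested compounds plus 3 SD, set per screening campaign, cut at about 45% in these data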
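Material: Tagged HCV core106 pair (GST and Flag) | Amount: GST-core106 13.5 nM, Flag-core106 17 nM | Medium: KF-containing HEPES buffer, pH 7.45, DTT, CHAPS, BSA | Reagent: Eu donor and XL665 acceptor anti-tag antibodies | Schedule: 4 h at 22.5 °C | Technique: Time-resolved FRET, ex 340 nm, em 617 and 671 nm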
An asterisk follows results filed as active; nt = no result given; & = joins results of further samples. Compounds were not picked by outcome. Share with any hit: about 2.6%.

Sequence of screens: VLA-4 inh, GRK2 inh, proCasp7 act, proCasp3 act, PP1 counter, GASC-1 inh, Fh CTSL1 inh, core dimer inh, PP5 inh
1) CCn1c(=O)c(C(=O)NCc2ccc3c(c2)OCO3)c(O)c2ccccc21
    -1, 1, 9, 7, -5, 3, 0, 0, 0.1
2) CCOc1ccc(N(CC)S(=O)(=O)c2ccc3c(c2)n(C)c(=O)c(=O)n3C)cc1
    -9, 0, 3, 8, -1, -2, 0, 6, 1.5
3) O=C(c1cc2cc(Cl)ccc2[nH]1)N1CCN(c2ccc(F)cc2)CC1
    3, 0, -2, 4, 1, -12, 4, 9, 2.2
4) CCOC(=O)C1(Cc2cccc(F)c2)CCN(CCCn2cccn2)CC1
    18, 8, 4, 1, -2, 4, -1, -2, -1.3
5) O=C1C=C(/C=C/c2ccccc2)C[C@@H](c2ccc3c(c2)OCO3)C1
    0, 0, 4, 5, 1, -3, nt, nt, 2.4
6) O=C(CSc1cn(CC(=O)N2CCCCC2)c2ccccc12)NCC1CCCO1 (configuration not stated)
    -11, 0, -1, 1, -3, 17, 1, -5, 0.9
7) CS(=O)(=O)N(CC(=O)Nc1ccc(S(=O)(=O)N2CCCC2)cc1)c1cccc(F)c1
    25, 11, 4, -3, -1, 3, -1, 2, 1.6
8) O=C(N/N=C/C=C\c1ccco1)c1cccnc1
    6, 16, 5, 9, 4, -2, 4, -11, 3.7
9) CC1=C(C#N)C(NC(=O)C2CC2)(C(F)(F)F)C(=O)N1 (configuration not stated)
    8, 0, 14, 1, 1, 12, 2, -13, -1.4
10) Fc1ccc(OCCOCCNCC2CCCO2)cc1 (configuration not stated)
    6, 0, -1, 2, -1, 1, 0, 2, 2.6
11) Cc1sc2nc(SCC(=O)N3CCOCC3)[nH]c(=O)c2c1C
    -5, 0, -5, -1, 0, 3, 2, 3, -2.0
12) COc1ccccc1/C=C/C(=O)NCC(=O)N/N=C/c1ccc(C)o1
    7, 0, -2, -3, 4, -4, -1, 1, 2.5
13) Cn1nnnc1SCc1nc2ccccc2s1
    16, 5, 5, 1, 1, 5, -2, -7, 2.8
14) COCCn1c(SCc2ccccc2F)nc2ccccc2c1=O
    2, 0, 7, 7, 0, 66, 2, 5, 2.4
15) CCOc1ccc(OCC)c(S(=O)(=O)N2CCCCC2C)c1 (configuration not stated)
    2, 2, 19, 1, 1, 2, 1, 3, 8.4
16) Cc1ccc(S(=O)(=O)[N-]c2nc3ccccc3nc2-n2cc[n+](Cc3ccccc3)c2)cc1
    -3, 9, 0, -4, -2, -6, 1, 4, -0.3
17) COc1ccc(OC)c(NC(=O)COC(=O)c2ccc(S(=O)(=O)N3CCOCC3)cc2)c1
    10, 0, 5, 2, -1, 6&5, -2, 1, -0.1
18) CCOC(=O)/C(=C\c1ccc(Cl)cc1)c1nc2sc(C)c(C)c2c(=O)[nH]1
    17, 0, -10, -8, -1, -7, -4, 8, 1.8
19) COc1ccc(C(=O)N(NC(=O)Oc2ccccc2)C(C)(C)C)cc1
    0, 0, 6, 4, -4, 11, -1, 6, 0.7
20) COC(=O)c1ccccc1NC(=O)Cn1c(=O)n(Cc2ccccc2)c(=O)c2c(C)c(C)sc21
    4, 0, -7, -7, 3, -3, 1, 10, 1.5
21) COc1ccc(CCNCC(O)COc2cccc(Br)c2)cc1 (configuration not stated)
    -6, 1, 12, -9, -6, 8, 0, 1, -1.1
22) Cc1cc(C(=O)N2CCN(c3ncccn3)CC2)sc1-c1ccccc1
    1, 3, 0, 6, -1, 1, -1, 5, 2.7
23) O=Cc1cnc(N2CCN(Cc3ccccc3)CC2)s1
    -1, 4, 9, -1, 1, -3, -2, 1, -1.8
24) Cc1cc2cc(C#N)c(SCC(=O)Nc3nonc3C)nc2cc1C
    -1, 0, -1, -5, -2, 14, 2, -66, 0.8
25) CC(NC(=O)c1cc2sccc2n1C)c1ccc2c(c1)OCCO2 (configuration not stated)
    0, 2, -3, 0, 0, 5, 6, 3, 2.6
26) COC(=O)CN1C(=O)C(O)(CC(=O)c2ccc(C)cc2)c2cc(Br)ccc21 (configuration not stated)
    13, 3, 0, -1, -6, 6, -3, -1, 0.7
27) Cc1c(OCC(=O)NCCCN2CCOCC2)ccc2c3c(c(=O)oc12)CCCC3
    4, 0, 1, 7, -4, -3, 3, 7, -0.3
28) Cc1ccccc1NC(=O)Cc1nnc(NC(=O)Nc2ccccc2F)s1
    2, 3, -5, -6, -5, 18, -1, 1, 0.8
29) COc1ccc(NC(=O)CSc2nccn2Cc2ccco2)cc1
    -5, 0, 1, 4, 2, -5, -5, -5, 3.3
30) Cc1cc(Cl)ccc1C(=O)C1CCCN(C(=O)c2cc(C(C)C)no2)C1 (configuration not stated)
    -4, 0, 13, 7, 1, 3, -1, -1, -0.4

Compound profiles, from the list above. Order of screens: VLA-4 inh	GRK2 inh	proCasp7 act	proCasp3 act	PP1 counter	GASC-1 inh	Fh CTSL1 inh	core dimer inh	PP5 inh
Profile of COc1ccc(CCNCC(O)COc2cccc(Br)c2)cc1 (configuration not stated) : -6	1	12	-9	-6	8	0	1	-1.1
Profile of CCOC(=O)C1(Cc2cccc(F)c2)CCN(CCCn2cccn2)CC1 : 18	8	4	1	-2	4	-1	-2	-1.3

The results go on.
Sequence of screens: VLA-4 inh, GRK2 inh, proCasp7 act, proCasp3 act, PP1 counter, GASC-1 inh, Fh CTSL1 inh, core dimer inh, PP5 inh
31) O=C(O)Cc1n[nH]c(=O)c2ccccc12
    -11, 0, 15, 1, -6, -8, 3, 3, -1.2
32) CCC(C)N(C(=O)Cn1c(Cl)nc2c1c(=O)n(C)c(=O)n2C)C1CCS(=O)(=O)C1 (configuration not stated)
    11, 0, 4, -5, 0, 50, -2, -1, 2.4
33) CCCCN(CC)Cc1c(O)ccc2c(-c3ccccc3)cc(=O)oc12
    1, 1, -6, 7, 5, 2, 0, -3, 2.2
34) O=C(NC12CC3CC(CC(C3)C1)C2)N1CCN(c2ccccc2)CC1
    8, 4, 0, 3, 2, -5, 2, 8, 0.3
35) CC(C)(C)NCc1cc(Cl)ccc1OCc1ccccc1F
    25, 0, 5, 5, -1, 1, 0, -4, -0.8
36) COc1ccc(CCN(C)C(=O)c2ccc3c(=O)n4c(nc3c2)CCCCC4)cc1OC
    -1, 0, 2, 13, nt, 8, nt, nt, nt
37) CCCCOc1ccc(N(CC(=O)NCC2CCCO2)C(=O)CCC(=O)Nc2nccs2)cc1 (configuration not stated)
    10, 2, 2, -6, -3, -1, 1, 7, -0.1
38) COC(=O)c1[nH]c2ccc(Br)cc2c1NC(=O)CN1CCCc2ccccc21
    9, 0, 3, 6, 5, 3, 1, 18, 1.3
39) O=C(COc1ccc([N+](=O)[O-])cc1Cl)N1CCOCC1
    8, 3, 3, 4, 1, 6, -1, 2, 0.3
40) Cc1ccc(C2=NN(C(=O)CCC(=O)O)C(c3cn(-c4ccccc4)nc3-c3ccc(C)cc3)C2)cc1 (configuration not stated)
    26, 7, 3, 10, 20*, 4, 3, 25, 8.3
41) O=C(O)CCCNC1=NCCC1
    17, 2, 3, -4, 0, 4, -4, -5, -2.8
42) COc1cc(OC)nc(NC2OC(=O)c3ccccc32)n1 (configuration not stated)
    31, 0, 6, 2, -1, -6&-9, 1, 1, -0.6
43) Cc1ccsc1C(=O)C1CCCN(Cc2cccn2-c2ccc(Cl)cn2)C1 (configuration not stated)
    9, 0, 3, -11, 1, 0, 0, 1, -0.6
44) CCCCC(CC)CNS(=O)(=O)c1ccc2c(c1)CCN2C(=O)CCC(=O)O (configuration not stated)
    -8, 2, 11, 9, -2, -5, 4, 5, 1.6
45) O=C(OC1CO[C@H]2O[C@@H]1[C@H](OC(=O)c1ccccc1)[C@H]2OC(=O)c1ccccc1)c1ccccc1 (some centres not stated)
    1, 3, 4, -8, -2, 1, 0, 3, 1.1
46) COc1cccc(CNC(=O)CSCc2cnn(-c3ccccc3)c2-n2cccc2)c1
    -7, 0, -2, 3, 4, 0, 3, 7, 1.8
47) CC(Sc1ccccc1)C(=O)NN=C1CCCCCC1 (configuration not stated)
    30, 1, 2, 12, -1, -1, 1, 4, 0.0
48) CCOc1ccc(NC(=O)CCC(=O)N/N=C/c2ccc3c(c2)OCO3)cc1
    0, 2, -4, -2, 2, 1, -3, -2, 0.8
49) COCCNc1oc(/C=C/c2ccc(F)cc2)nc1S(=O)(=O)c1ccccc1
    25, 0, 4, -2, -1, 1, 0, 15, 1.0
50) CCCCn1nc(C(=O)N(CC)CC(=O)Nc2c(F)cccc2F)c2ccccc2c1=O
    -12, 2, 1, 5, 3, 7, nt, nt, 2.8
51) CCn1nc(C(=O)NNC(=O)COc2ccc(OC)cc2)c2ccccc2c1=O
    3, 0, 10, 14, -3, 40, -8, 2, 0.5
52) CCCn1nnnc1NC(=O)COc1ccc(Cl)c(C)c1
    39, 0, 8, -5, 0, 8, -2, -6, 1.9
53) OCCC1CN(Cc2ccc3cc(Cl)ccc3n2)CCN1Cc1ccsc1 (configuration not stated)
    -4, 0, -4, -3, 2, -4, -1, 9, 2.3
54) O=S(=O)(Nc1ccc(Cc2ccncc2)cc1)c1ccc(Cl)cc1
    12, 1, 3, 0, 5, 0, 2, -22, 5.7
55) O=C(Cn1cnc2c(OCc3ccccc3)ncnc21)NCc1ccccc1
    -10, 11, 10, -1, nt, 16, nt, nt, nt
56) CC1(c2ccc(OCC#N)cc2)C=C(c2ccc(OCC#N)cc2)n2nc(C(F)(F)F)nc2N1 (configuration not stated)
    -2, 0, -13, -3, -1, -10, 2, 9, 6.3
57) CN(CC(=O)Nc1cccc(F)c1)C(=O)/C=C/c1ccc2ccccc2n1
    12, 6, 2, -4, -1, 43, 1, 14, -0.2
